Screening data as filed in PubChem.
PI5P4Ka inh = qHTS for Inhibitors of phosphatidylinositol 5-phosphate 4-kinase (PI5P4K); Phosphatidylinositol 5-phosphate 4-kinase type-2 alpha (Homo sapiens), P48426; PI5P4Kalpha enzyme, ADP-Glo luminescence, 60 min; stronger effect = lower value; max response, %; hit rate 1.2% among 330,000; AID 652105, 2013; active = max response of -50% or lower; inconclusive = between -30% and -50%; inactive = -30% or higher; note: value at the top dose of about 77 µM; % is set by controls: 0 for no effect and ±100 for the full control effect
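Luminescence from ADP-Glo served as readout of PI5P4Kalpha activity in a qHTS format. Reaction: enzyme, substrate, compound, ATP at 5 microM final, 60 min at RT.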
EPAC1 agonist = qHTS for Agonist of cAMP-regulated guanine nucleotide exchange factor 3 (EPAC1): primary screen. EPAC1 agonist qHTS, biochemical assay; response scale: 100% = response to 6.5 mM cAMP. Potency, µM (highest dose often 154 µM), without a hit: at the top dose activation, hits mostly activators. hit rate 0.073% among 360,000; note: potency is the fitted concentration of half-maximal effect; nearly all actives have a fitted effect of over 60% in size
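Fluorescent GDP-exchange assay: 100 nM EPAC1 with 250 nM Rap1B preloaded with BODIPY-GDP and 50 uM GDP; compounds tested as concentration series, 5 min at room temperature, then read every 5 min for 30 min (ex 480/em 540 nm); normalized to 6.5 mM cAMP.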
WRN helicase inh = qHTS for Inhibitors of WRN Helicase | hit rate 0.46% among 360,000 | Bifunctional 3'-5' exonuclease/ATP-dependent helicase WRN (Homo sapiens), Q14191 | AID 651768, 2012 | Potency, µM (doses to about 114 µM), inactives show top-dose activity change, negative = inhibition, hits mostly inhibitors | WRN helicase unwinding, fluorescent forked duplex, kinetic; note: potency is the fitted concentration of half-maximal effect; % is set by controls: 0 for no effect and ±100 for the full control effect; nearly all actives have a fitted effect of over 55% in size
Target sequence (Q14191 whole entry, looked up): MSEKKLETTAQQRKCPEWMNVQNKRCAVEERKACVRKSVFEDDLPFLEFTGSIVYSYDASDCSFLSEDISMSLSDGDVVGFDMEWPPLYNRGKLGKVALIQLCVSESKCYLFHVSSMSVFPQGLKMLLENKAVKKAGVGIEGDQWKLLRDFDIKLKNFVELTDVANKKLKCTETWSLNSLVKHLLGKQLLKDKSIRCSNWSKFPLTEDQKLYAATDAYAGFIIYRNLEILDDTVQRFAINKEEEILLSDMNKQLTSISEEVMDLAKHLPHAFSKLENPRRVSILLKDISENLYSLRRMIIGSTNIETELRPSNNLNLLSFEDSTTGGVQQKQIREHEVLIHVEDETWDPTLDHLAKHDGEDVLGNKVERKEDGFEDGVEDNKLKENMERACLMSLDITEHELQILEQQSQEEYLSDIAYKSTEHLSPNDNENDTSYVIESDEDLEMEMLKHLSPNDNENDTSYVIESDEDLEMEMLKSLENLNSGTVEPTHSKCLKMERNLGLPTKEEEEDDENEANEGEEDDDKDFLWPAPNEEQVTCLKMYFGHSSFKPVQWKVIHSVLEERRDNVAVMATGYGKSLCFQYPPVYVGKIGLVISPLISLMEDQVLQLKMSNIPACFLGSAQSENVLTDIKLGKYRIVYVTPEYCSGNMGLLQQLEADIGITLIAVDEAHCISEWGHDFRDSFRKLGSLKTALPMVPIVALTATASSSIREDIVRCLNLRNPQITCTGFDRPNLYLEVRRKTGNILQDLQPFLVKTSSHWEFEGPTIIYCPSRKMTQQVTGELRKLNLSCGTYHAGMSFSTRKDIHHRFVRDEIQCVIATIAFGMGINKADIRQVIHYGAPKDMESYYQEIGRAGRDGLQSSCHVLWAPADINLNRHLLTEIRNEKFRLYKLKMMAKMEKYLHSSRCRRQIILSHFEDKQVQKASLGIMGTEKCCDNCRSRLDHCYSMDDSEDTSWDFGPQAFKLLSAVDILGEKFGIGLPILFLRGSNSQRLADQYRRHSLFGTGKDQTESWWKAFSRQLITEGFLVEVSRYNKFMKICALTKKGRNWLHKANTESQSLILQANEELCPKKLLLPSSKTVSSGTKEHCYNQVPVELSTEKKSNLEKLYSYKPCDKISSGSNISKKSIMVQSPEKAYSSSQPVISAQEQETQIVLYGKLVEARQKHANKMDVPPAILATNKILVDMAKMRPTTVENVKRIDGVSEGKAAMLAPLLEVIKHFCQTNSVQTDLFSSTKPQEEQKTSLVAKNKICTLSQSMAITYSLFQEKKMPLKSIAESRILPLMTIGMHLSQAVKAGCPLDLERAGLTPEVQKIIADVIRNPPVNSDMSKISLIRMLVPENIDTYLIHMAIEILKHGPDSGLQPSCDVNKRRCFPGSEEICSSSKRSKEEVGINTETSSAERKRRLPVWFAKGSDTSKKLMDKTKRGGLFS
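Kinetic red-fluorescence monitoring (525/598 nm) tracks WRN helicase activity after 100 nM fluorophore-quencher forked duplex and 2 mM ATP are added to 20 nM enzyme pretreated 15 min at room temperature with compound.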
IL-2 act = qHTS of IL-2 Activators | IL-2 activation reporter assay, cell-based qHTS; stimulated with anti-CD3/CD4/CD28 beads; in transgenic mouse T cells | hit rate 0.065% among 360,000 | activation, % (series mostly up to about 46 µM) | AID 652025, 2013; in the data active = activation above about 50%; inconclusive = mostly about 30% to 49%; note: 0% is about no effect
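Quantitative HTS in unstimulated transgenic mouse T cells, with memory T cells as non-tolerant control and PMA/ionomycin as tolerance-bypass control. Compound pretreatment lasted 60 minutes before 18 h bead stimulation; EGFP/DsRed fluorescence read.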
EPAC1 antagonist = qHTS for Antagonist of cAMP-regulated guanine nucleotide exchange factor 3 (EPAC1): primary screen. Potency, µM (top dose mostly 115 µM), for the others: top-dose activity change, negative = inhibition, usual class: inhibitors. AID 720709, 2013. Rap guanine nucleotide exchange factor 3 (Homo sapiens), O95398. hit rate 0.14% among 360,000. EPAC1 GEF assay, Rap1b-BODIPY-GDP exchange fluorescence;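 note: potency is the fitted concentration of half-maximal effect; plate controls were vehicle for no effect and positive control for full effect; nearly all actives have a fitted effect of over 50% in size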
PLK1 PBD block = qHTS for Inhibitors of PLK1-PDB (polo-like kinase 1 - polo-box domain): Primary Screen | Potency, µM, for the others: max response, negative = inhibition, actives largely listed as inhibitors | Serine/threonine-protein kinase PLK1 (Homo sapiens), P53350 | AID 720504, 2013 | hit rate 2.8% among 360,000 | Plk1 PBD binding of FITC phosphopeptide, fluorescence polarization; note: potency is the fitted concentration of half-maximal effect; series mostly up to about 57 µM; % is set by controls: 0 for no effect and ±100 for the full control effect; nearly all actives have a fitted effect of over 65% in size
Abeta yeast res = qHTS for compounds that reverse cellular toxicity of Amyloid beta (A-beta) peptide in yeast: Primary Screen. AID 1347071, 2019. Potency, µM (titrated, usually from 46.1 µM), for inactives: at the highest dose growth rescue, most hits filed as activators. hit rate 0.063% among 410,000. yeast expressing A-beta42, growth rescue, OD600, 48 h; response scale: 0% DMSO, 100% iron-clioquinol control; note: potency is the fitted concentration of half-maximal effect; nearly all actives have a fitted effect of over 55% in size
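Growth rescue measured by 600 nm absorbance after 48 h yeast culture at 30 C with compound. Values normalized between DMSO and an equimolar ferric chloride plus clioquinol control.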
FUS suppressor = qHTS for Suppressors of FUS Proteinopathy: Primary screen using FUS-linked yeast assay; S. cerevisiae FUS-expressing, growth rescue, OD600, 24 h; Potency, µM (series often up to 76.6 µM), inactives show at the top dose growth rescue (activation), actives largely listed as activators; hit rate 0.24% among 390,000; AID 1347120, 2019;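 note: potency is the fitted concentration of half-maximal effect; plate controls were DMSO vehicle for no effect and reference control for full effect; nearly all actives have a fitted effect of over 55% in size; some results filed as inactive show a strong effect at the top dose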
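S. cerevisiae expressing FUS from galactose induction served as the toxicity model. Growth after 24hr at 30C, read as absorbance at 600 nm, indicates suppression of toxicity; compounds dosed at several concentrations.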
aSyn rescue = qHTS of alpha-syn Inhibitors; Yeast expressing alpha-synuclein, growth rescue, BacTiter-Glo, 24 h; Potency, µM (top dose mostly 46.1 µM), inactives show at the top dose growth rescue (activation), usual class: activators; hit rate 0.14% among 370,000; note: potency is the fitted concentration of half-maximal effect; % of control where 0% means no effect; nearly all actives have a fitted effect of over 65% in size
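Galactose-induced alpha-syn yeast (OD600=0.02, raffinose-pregrown) + pinned cpd, 24 hr, 30 deg C; growth by BacTiter-Glo luminescence. Growth restoration scores as activation.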
Numbers without * were called inactive; ? = inconclusive; · = not tested or not shown; & = joins results of further samples; [ ] = remark or other dose. Unless noted, calls come from the whole dose curve; as a rule, active = well fitted curve in the direction sought with a large enough effect; inconclusive = small, poorly fitted or top-dose-only effect, or another doubt; inactive = no such curve, though single readings can be large; an effect the other way counts as inactive or inconclusive. Compounds as they come; any-hit rate near 4.1%.

1) CCOc1ccc(C(NC(=O)CC)c2c(O)ccc3ccccc23)cc1 (stereo not drawn)
2) COc1ccc(NC(=O)CN(C)C(=O)CCC2CCCC2)cc1
3) CCOC(=O)c1nc(Nc2ccc(C(C)=O)cc2)c2ccccc2n1
4) O=C(COc1ccccc1)N1CCc2ccccc21
5) COCCn1nnnc1C(CC(C)C)N1CCN(C(=O)c2ccco2)CC1 (stereo not drawn)
6) O=C(COc1cc2oc(=O)c3c(c2cc1Cl)CCC3)NCCCN1CCOCC1
assay / entry	1	2	3	4	5	6
PI5P4Ka inh	3	-6	-8	0	0	1
EPAC1 agonist	6%	4%	4%	-6%	-4%	-10%
WRN helicase inh	1%	13%	-13%	-3%	-3%	1%
IL-2 act	-2.7	-1.9	-3.5	-4.3	-0.8	-3.5
EPAC1 antagonist	-17%	?	-12%	4%	18%	-3%
PLK1 PBD block	-13%	-13%	-9%	-6%	-26%	-26%
Abeta yeast res	-15%	-5%	7%&-7%	2%	-10%	2%
FUS suppressor	1%	-1%	-9%&11%	3%	40%	-8%
aSyn rescue	-3%	3%	-1%	-10%	-8%	-4%

7) CCC1CCC2(CC1)NC(=O)N(CC(=O)N1CCc3ccccc31)C2=O (stereo not drawn)
8) Cn1c(CO)cnc1SCC(=O)c1ccc(Cl)cc1
9) COc1ccc(CCNC(=O)C(=O)c2c[nH]c3ccccc23)cc1OC
10) COc1ccccc1NC(CC(=O)c1ccccc1)C(=O)OCC(=O)c1ccc(C)cc1 (stereo not drawn)
11) c1csc(-c2ccc(N3CCOCC3)nn2)c1
12) Nc1ncnc2c1nc(N1CCCCC1)n2[C@@H]1O[C@H](CO)[C@@H](O)[C@H]1O
assay / entry	7	8	9	10	11	12
PI5P4Ka inh	0	0	2	1	-9	-1
EPAC1 agonist	4%	-1%	-5%	16%	4%	-3%
WRN helicase inh	8%	2%	4%	-4%	0%	-6%
IL-2 act	-4.2	-0.1	-0.1	-0.8	-0.3	0.9
EPAC1 antagonist	-3%	12%	-4%	-13%	11%	8%
PLK1 PBD block	-11%	-7%	4%	-9%	-9%	1%
Abeta yeast res	-9%	-8%	13%	-1%	-34%	2%
FUS suppressor	·	21%	-7%	·	-18%	-11%
aSyn rescue	-1%	-2%	1%	-2%	-21%	-8%

13) O=C(CSc1nnc(SCc2ccc(Cl)cc2)s1)N/N=C/c1ccc(C(=O)O)cc1
14) Cc1cccc(COCC(Cc2ccccc2)N2CCN(C(=O)c3cccc(C)c3)CCC2=O)c1 (stereo not drawn)
15) CCOC(=O)c1sc(NC(=O)c2ccc(Br)o2)cc1C
16) CCOC(=O)Cc1cc(=O)n2[nH]c(C)cc2n1
17) COc1ccc(/C(N)=N/O)cc1O
18) CSCCC(NS(=O)(=O)c1ccccc1F)C(=O)NNC(=O)c1csc(N2CCOCC2)n1 (stereo not drawn)
assay / entry	13	14	15	16	17	18
PI5P4Ka inh	-21	1	0	0	-9	1
EPAC1 agonist	2%	-13%	0%	1%	10%	-7%
WRN helicase inh	-27%	-3%	-18%	2%	?	-2%
IL-2 act	1.7	-0.3	-0.7	0.6	0.9	-3.3
EPAC1 antagonist	8%	-7%	0%	7%	-16%	-17%
PLK1 PBD block	67µM*	-14%	-1%	1%	-8%	-7%
Abeta yeast res	-16%	9%	19%	13%	2%	9%
FUS suppressor	22%	?	-2%	-10%	-5%	15%
aSyn rescue	-5%	16%	-1%	3%	-13%	0%

19) CCCCN(C(=O)C1=COCCO1)c1c(N)n(CCCC)c(=O)[nH]c1=O
20) O=[N+]([O-])c1cccc(CSC2=NCCN2S(=O)(=O)c2ccccc2)c1
21) CCOC(=O)C(=N/O)/C(C)=N/NC(=O)C(=O)Nc1cc(Cl)ccc1Cl
22) O=CNC(n1cnc2c(N3CCOCC3)ncnc21)C(Cl)(Cl)Cl (stereo not drawn)
23) C=CCSc1nnc(-c2ccccc2NC(=O)CC)c(=O)[nH]1
24) COc1ccc(-c2noc(CSc3nnc(CCc4ccccc4)n3-c3ccccc3)n2)cc1OC
assay / entry	19	20	21	22	23	24
PI5P4Ka inh	-6	18	1	2	-1	·
EPAC1 agonist	8%	4%	6%	-15%	0%	17%
WRN helicase inh	20%	-1%	-4%	2%	-7%	-14%
IL-2 act	-2.9	-2.3	0.0	0.3	2.1	-0.7
EPAC1 antagonist	6%	-3%	-9%	-5%	0%	4%
PLK1 PBD block	-15%	-1%	-3%	0%	-3%	-2%
Abeta yeast res	-12%	5%	-20%	-6%	-4%	-2%
FUS suppressor	5%	2%	16%	-8%	19%	?
aSyn rescue	0%	5%	2%	-1%	-1%	7%

Copied from the listing (four entries):
18) CSCCC(NS(=O)(=O)c1ccccc1F)C(=O)NNC(=O)c1csc(N2CCOCC2)n1 (stereo not drawn)
19) CCCCN(C(=O)C1=COCCO1)c1c(N)n(CCCC)c(=O)[nH]c1=O
20) O=[N+]([O-])c1cccc(CSC2=NCCN2S(=O)(=O)c2ccccc2)c1
21) CCOC(=O)C(=N/O)/C(C)=N/NC(=O)C(=O)Nc1cc(Cl)ccc1Cl
assay / entry	18	19	20	21
PI5P4Ka inh	1	-6	18	1
EPAC1 agonist	-7%	8%	4%	6%
WRN helicase inh	-2%	20%	-1%	-4%
IL-2 act	-3.3	-2.9	-2.3	0.0
EPAC1 antagonist	-17%	6%	-3%	-9%
PLK1 PBD block	-7%	-15%	-1%	-3%
Abeta yeast res	9%	-12%	5%	-20%
FUS suppressor	15%	5%	2%	16%
aSyn rescue	0%	0%	5%	2%

The list continues.
25) CCC1Sc2ccccc2N(CC(=O)NC2CC2)C1=O (stereo not drawn)
26) O=C(CSc1nc(=O)n(CCCN2CCOCC2)c2c1CCCC2)Nc1ccc(Cl)cc1
27) Cc1cc(C)cc(OCC(O)CN2CC(C)OC(C)C2)c1 (stereo not drawn)
28) CCOc1cccc(C2C(C(=O)c3ccc(C)o3)=C(O)C(=O)N2Cc2ccccc2)c1 (stereo not drawn)
29) Cc1cc(-c2ccc(Cl)cc2)n2nc(N)nc2n1
30) Cc1ccc(N(CC(=O)Nc2c(C)cccc2C)S(C)(=O)=O)cc1
assay / entry	25	26	27	28	29	30
PI5P4Ka inh	-3	-1	-2	10	-8	-3
EPAC1 agonist	6%	1%	-3%	11%	11%	-3%
WRN helicase inh	-3%	-4%	0%	1%	1%	-24%
IL-2 act	-0.4	-1.2	0.7	-1.9	-0.2	5.0
EPAC1 antagonist	4%	7%	-17%	-27%	12%	10%
PLK1 PBD block	5%	1%	-10%	-10%	-12%	-11%
Abeta yeast res	9%	-9%	3%	-16%	-3%	2%
FUS suppressor	16%	11%	3%	11%	-15%	12%
aSyn rescue	-2%	1%	9%	0%	-7%	-4%

31) COc1ccc(-c2ccc(C(=O)NCC(C)C)c3occc23)c(C)c1
32) COc1ccc2c(C)cc(N3CCN(Cc4ccccc4)CC3)nc2c1
33) Cc1ccc(/C(N)=N/OC(=O)N2CCOCC2)cc1
34) CCC12CN3CC(CC)(CN(C1)C3c1ccccc1Cl)C2O (stereo not drawn)
35) COc1cc(S(=O)(=O)NCC2CCCO2)ccc1Br (stereo not drawn)
36) COc1ccc(-n2c3c(cc(C(=O)NNc4ccccc4)c2=O)C(=O)CC(C)(C)C3)cc1
assay / entry	31	32	33	34	35	36
PI5P4Ka inh	-5	-1	·	·	·	-2
EPAC1 agonist	1%	4%	-3%	-2%	13%	-4%
WRN helicase inh	-3%	8%	3%	-2%	-7%	1%[57.1 µM]
IL-2 act	-0.4	-1.7	-1.1	0.3	1.8	2.8
EPAC1 antagonist	-24%	-18%	7%	4%	0%	12%
PLK1 PBD block	-12%	-7%	4%	-2%	0%	-6%
Abeta yeast res	-11%	-4%	-21%	-5%	0%	1%
FUS suppressor	29%	-23%	-4%	8%	-2%	34%
aSyn rescue	2%	1%	-12%	6%	4%	9%

37) Cc1ccccc1NS(=O)(=O)c1ccc(C(=O)OCC(=O)NCC(C)C)cc1
38) CCC/C=C/c1ccc(CN2C(CC(C)C)C(=O)N(Cc3cn(Cc4ccco4)nn3)CCS2(=O)=O)cc1 (stereo not drawn)
39) CCOC(=O)C1CCN(S(=O)(=O)c2cc(Br)cc3c2N(C(C)=O)C(C)C3)CC1 (stereo not drawn)
40) CCCCN1C(=O)C(=O)N(CC(=O)Nc2sc(CC)cc2C(=O)OCC)C1=O
41) CC(C)CCN1CCC[C@]2(N[C@H](c3ccc(C(F)(F)F)cc3)[C@@H]3C(=O)N(Cc4ccccc4)C(=O)[C@@H]32)C1=O
42) Cc1nc2ccc(S(=O)(=O)NCC(=O)NCc3ccc(Cl)cc3)cc2s1
43) O=S(=O)(c1cccc(-c2cn3cc(Cl)ccc3n2)c1)N1CCOCC1
44) Cc1ccc(SCC2(O)CCN(S(=O)(=O)c3ccc(Cl)cc3)CC2)cc1
assay / entry	37	38	39	40	41	42	43	44
PI5P4Ka inh	2	-12	0	6	6	1	·	·
EPAC1 agonist	-6%	-32%[inhibitor]	2%	10%	-9%	6%	-5%	?
WRN helicase inh	-1%	-14%	4%	-13%[11.6 µM]	-4%	-6%	-2%	-4%
IL-2 act	0.3	-2.6	-0.5	0.5	-2.3	-1.3	1.8	-1.8
EPAC1 antagonist	-6%	-13%	6%	-17%	-1%	-9%	2%	-25%
PLK1 PBD block	10%	-7%	0%	-6%	-7%	-21%	-2%	-9%
Abeta yeast res	9%	2%	18%	19%	?	13%&5%	-4%	9%
FUS suppressor	16%	?	-1%	32%	33%	-9%&-19%	-8%	33%
aSyn rescue	6%	15%	-8%	10%	13%	1%	-9%	25%
